# Screens (PubChem BioAssay)
# 12-LOX inh: inhibitors of human 12S-lipoxygenase ALOX12; P18054; purified 12hLO, xylenol orange hydroperoxide absorbance; Potency, µM (top dose mostly 108 µM), for the others: top-dose activity change, negative = inhibition, actives largely listed as inhibitors; 580,000 compounds, 1.1% hits; AID 1671190; active = well fitted inhibition curve with a large enough effect; inconclusive = small, poorly fitted or top-dose-only effect, or another doubt; inactive = no such curve, though single readings can be large or run the other way; note: potency is the fitted concentration of half-maximal effect
# Target sequence (P18054 whole entry, looked up): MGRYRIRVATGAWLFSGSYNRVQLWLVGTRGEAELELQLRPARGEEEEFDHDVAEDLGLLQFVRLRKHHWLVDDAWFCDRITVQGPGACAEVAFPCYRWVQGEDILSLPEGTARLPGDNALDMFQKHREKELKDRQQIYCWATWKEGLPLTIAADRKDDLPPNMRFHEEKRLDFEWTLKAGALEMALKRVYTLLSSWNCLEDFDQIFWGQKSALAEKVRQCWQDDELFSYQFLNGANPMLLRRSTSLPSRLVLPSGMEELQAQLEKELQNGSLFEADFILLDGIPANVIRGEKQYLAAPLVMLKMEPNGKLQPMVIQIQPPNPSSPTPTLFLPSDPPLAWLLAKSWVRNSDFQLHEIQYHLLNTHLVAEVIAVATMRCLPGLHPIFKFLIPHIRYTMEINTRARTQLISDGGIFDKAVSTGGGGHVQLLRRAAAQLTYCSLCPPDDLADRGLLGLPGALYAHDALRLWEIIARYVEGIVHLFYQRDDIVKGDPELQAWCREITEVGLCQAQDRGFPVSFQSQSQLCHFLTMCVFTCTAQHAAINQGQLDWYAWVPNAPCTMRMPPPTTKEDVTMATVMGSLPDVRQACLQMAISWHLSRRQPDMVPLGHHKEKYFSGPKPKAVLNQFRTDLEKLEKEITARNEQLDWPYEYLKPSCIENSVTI
#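 Hydroperoxide product was detected by ferrous iron/xylenol orange as the 573 to 405 nm absorbance ratio. Arachidonic acid at 40 uM (final) was turned over for 30 min at room temperature by 150 nM human 12hLO, pH 7.0 Hepes buffer, after 15 min compound preincubation.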
# LDHA inh: inhibitors of human lactate dehydrogenase A. activity change, % (values are at about 110 or 230 µM). 480,000 compounds, 0.15% hits. purified LDHA, NADH/diaphorase-resazurin fluorescence; hits give low values. AID 1347041. P00338; in the data active = activity change below about -30%; inconclusive = mostly about -25% to -30%;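 note: plate controls were DMSO wells for no effect and wells without enzyme for full effect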
#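 Resorufin fluorescence (ex540/em590), read at 0 and 20 min after diaphorase/resazurin addition, reports the NADH left after a 5 min room-temperature reaction of 2 nM human LDH5 with 0.06 mM NADH and 0.2 mM pyruvate.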
# * = called active by the depositor; u = inconclusive; [ ] = dose if it differs, or a comment. Unless noted, % is set by controls: 0 for no effect and ±100 for the full control effect.
# Sample of the layout, two compounds:
12-LOX inh	LDHA inh	Structure
-18%	7	CCOc1cc2c(cc1CNC(=O)c1cc(S(N)(=O)=O)c(Cl)cc1Cl)OC(C)C2 (stereo unspecified)
u	1	Cc1cccc(C)c1NC(=O)C(c1ccccc1)n1c(=O)c(-c2ccco2)nc2ccccc21 (stereo unspecified)

# All compounds of this part, repeating the preview:
12-LOX inh	LDHA inh	Structure
-18%	7	CCOc1cc2c(cc1CNC(=O)c1cc(S(N)(=O)=O)c(Cl)cc1Cl)OC(C)C2 (stereo unspecified)
u	1	Cc1cccc(C)c1NC(=O)C(c1ccccc1)n1c(=O)c(-c2ccco2)nc2ccccc21 (stereo unspecified)
u	-7	O=C(NCCc1ccccn1)c1ccc2ccccc2c1
u	7	O=C(NCCNCc1c[nH]c2ccccc12)c1cccs1
u	9	Cn1c(=O)c2c(-c3ccccc3)n3c(c2n(C)c1=O)C(c1coc2ccccc2c1=O)OCC3 (stereo unspecified)
u	1	O=C1c2ccccc2NC(c2cc3ccccc3[nH]c2=O)N1C1CC1 (stereo unspecified)
-15%	4	CCc1ccc(-c2cc(C(=O)NCC3CCCO3)c3cc(C)ccc3n2)cc1 (stereo unspecified)
-10%	1	CCc1ccc(C(=O)N(Cc2ccncc2)C2CC2)s1
-33%	-3	Cc1cc2nc(-c3ccccc3)c(Cc3cccc(Cl)c3)n2c(C)c1Br
33%[activator]	7	O=C1COc2cc(S(=O)(=O)CCC(=O)N3CCN(C4CCCCC4)CC3)c(Cl)cc2N1
u	7	CC(C)C[C@H]1CN([C@@H](Cc2ccc(O)cc2)CN2CCC[C@H]2CN2C(=O)C(=O)NC[C@@H]2Cc2ccc(O)cc2)C(=O)C(=O)N1CCc1ccccc1
9%	10	COc1ccc(-c2ocnc2C(=O)Nc2cc(C)ccc2OC)cc1
-13%	-6	Cc1ccc(CN2CCCN(CC(=O)N3CCCCC3C)S2(=O)=O)cc1 (stereo unspecified)
u	-5	COc1ccc(-c2c3c(=O)n(C)c(=O)n(C)c3c3n2CCOC3c2coc3ccccc3c2=O)cc1 (stereo unspecified)
u	8	Cc1cc2c(=O)cc(C(=O)N(Cc3cccs3)c3ccccn3)oc2cc1Cl
0%	3	Cc1cc(C)c(NC(=O)CN(C)c2nc(CN3CCOCC3)nc3sc(C)c(C)c23)c(C)c1
3%	-1	O=C(CCN(Cc1cccs1)CC1CCCO1)Nc1ccccc1 (stereo unspecified)
u	-10	COc1cc(C(=O)Nc2ccc3oc(C)nc3c2)cc(OC)c1C
6%	-2	COc1c(CNCC(O)COc2cccc(C)c2)c(C)nn1C (stereo unspecified)
0%	-4	CC(C)NC(=O)CNC(=O)c1cc2cc(F)ccc2[nH]1
-9%	-9	O=C(O)c1ccc(F)c(F)c1F
u	2	COC(=O)C1(C(=O)OC)C/C=C\CN(S(=O)(=O)c2ccccc2[N+](=O)[O-])CC1
0%	11	Cc1ccc(-c2ccc(CCC(=O)O)n2NC(=O)c2ccc(F)cc2)cc1
8%	0	CCN1C(=O)COc2ccc(NC(=O)c3cc(=O)c4cc(C)ccc4o3)cc21

# Sorted by the number under 12-LOX inh (smallest number first): some entries from above
Molecule	12-LOX inh	LDHA inh
O=C(O)c1ccc(F)c(F)c1F	-9%	-9
CC(C)NC(=O)CNC(=O)c1cc2cc(F)ccc2[nH]1	0%	-4
O=C(CCN(Cc1cccs1)CC1CCCO1)Nc1ccccc1 (stereo unspecified)	3%	-1
COc1c(CNCC(O)COc2cccc(C)c2)c(C)nn1C (stereo unspecified)	6%	-2
CCN1C(=O)COc2ccc(NC(=O)c3cc(=O)c4cc(C)ccc4o3)cc21	8%	0

# New compounds follow.
12-LOX inh	LDHA inh	Structure
15%	u	COc1cccc(-c2cc(C(=O)NCCC(C)C)c3ccccc3n2)c1
7%	0	COc1ccc(NC(=O)c2cc(S(=O)(=O)N3CCc4ccccc43)cn2C)cc1Cl
u	3	CC(C(=O)Nc1ccc(Br)cc1)n1cnc2c1c(=O)n(C)c(=O)n2C (stereo unspecified)
-7%	3	CCN(Cc1cc2cccc(C)c2[nH]c1=O)C(=O)c1ccc(C(C)(C)C)cc1
-17%	3	Cc1cc(NC(=O)[C@@H]2CCCN2S(=O)(=O)c2ccc3c(c2)OCO3)no1
-26%	-1	CC(C)Oc1ccc(Br)cc1/C=N/O
u	8	CCCS(=O)(=O)NCc1nnnn1-c1ccc(OCC)cc1
u	3	CCCNC(=O)COC(=O)c1ccc2nc(C)c(C)nc2c1
u	9	Cc1cccc2sc(NC(=O)c3ccc[n+]([O-])c3)nc12
1%	1	COC(=O)C1=CN(c2ccc(OC)cc2OC)C(N)=C(C#N)C1c1ccccc1F (stereo unspecified)
-27%	3	Cc1c(Br)cc(C(=O)O)cc1Br
-78%	3	Cc1ccc(C(C)C)c(OCCCCN(C)C)c1
u	-17	COc1ccccc1N=C1NN=C(c2cc(C)n(CC3CCCO3)c2C)CS1 (stereo unspecified)
u	12	CCc1c(C)sc(NC(=O)c2cccc3ccccc23)c1C#N
9%	13	CC(=O)NCc1ccc(C(=O)NCC2(c3ccccc3)CCCCC2)cc1
-20%	1	O=C(NCCc1c[nH]c2ccccc12)c1cc2ccccc2[nH]1
-3%	-2	CCOC(=O)[C@]12CCCC=C1N(Cc1cccc3ccccc13)C(=O)[C@H](CC(=O)NCc1cccs1)C2
u	-23	CCN(CC)c1ccc(NS(=O)(=O)c2ccc(C)c(C)c2)cc1
-24%	1	CC(C)(C)c1ccc(/C=N/NC(=O)Cc2ccc(Cl)cc2)cc1
u	-1	Cc1ccc(CSCCNC(=O)NNC(=O)c2ccc(C)cc2)cc1
16%	-1	CCOCCCNC(=O)c1ccc(C#N)cc1
u	-2	Cc1ccc(C(=O)Nc2ccc3oc(-c4ccc(F)cc4)nc3c2)cc1
3%	-1	COc1ccc(-c2cc(-c3nc(-c4ccccc4)no3)[nH]n2)c(OC)c1
2%	-7	COc1ccccc1NC(=O)C1c2ccccc2Oc2ccccc21
6%	-3	Cc1cc(N2CCN(Cc3nc(C4CC4)no3)CC2)nc(C(C)C)n1
-21%	-4	Cc1cccc(C)c1-n1nnnc1C1(C)CCC(=O)N1C1CC1 (stereo unspecified)
0%	-2	Cc1c(-c2cccs2)nc2ccccc2c1C(=O)O
1%	5	Cc1ccc(OC(=O)c2ccc(C)c(Br)c2)c(C)c1
8%	-1	O=C(NCc1ccnc(OCC(F)(F)F)c1)c1ccc(Cl)o1
2%	4	Cn1c(=O)c2c(nc(Cl)n2CCOc2ccccc2Cl)n(C)c1=O
5%	-9	C=C(C)CN(CC)C(=O)CN1CCC(C(=O)NCCCO)CC1
u	0	CCCCn1c(=O)n(CC(=O)Nc2cccc(F)c2)c(=O)c2c1ncn2Cc1ccco1
28%	13	c1cc2c(cc1Nc1nc(CN3CCOCC3)nc3sc4c(c13)CCCC4)CCC2
u	10	Clc1cccc(CN2CCc3ccccc3C2)c1
u	1	O=C(CCc1c[nH]c2ccccc12)Nc1cccc(OC(F)F)c1
u	9	COc1ccc2nc(/C(C#N)=C\c3ccc(C)o3)[nH]c2c1
-8%	-1	CCCn1nc(C(=O)NCCCN(C)Cc2ccccc2)c2ccccc2c1=O
-2%	1	COc1ccc(Cl)cc1NC(=O)N1CCC2(CC1)N=C(c1ccc(C)c(C)c1)C(=O)N2
u	21	O=C(NC1(C(F)(F)F)C(=O)Nc2c1c(=O)[nH]c(=O)n2Cc1ccco1)c1ccccc1 (stereo unspecified)
7%	7	CCOCCCNC(=S)N1CCc2cc(OC)c(OC)cc2C1
18%	-5	O=C(c1ccc(S(=O)(=O)NCc2cccs2)cc1)N1CCCC1
-36%	2	CCOc1ccc(S(=O)(=O)[C@H]2CS(=O)(=O)C[C@@H]2N2CCC3(CC2)OCCO3)cc1
-5%	11	CC(C)CN(CC(=O)NC(N)=O)C1CC1
5%	-4	CC12CCC(C(=O)O/N=C3\CC4CCC3(C)C4(C)C)(CC1=O)C2(C)C (stereo unspecified)
u	4	CCCCN1C(=O)C(NC(=O)c2ccc(C(C)(C)C)cc2)(C(F)(F)F)C2=C1CC(C)(C)CC2=O (stereo unspecified)
0%	7	O=C(CSc1ncnc2ccccc12)Nc1cccc(F)c1
u	4	CNCc1ccc(OCc2ccccc2Cl)c(OC)c1
u	0	Cc1cc(C)c2c(CC(=O)Nc3cccnc3)coc2c1
-11%	0	O=[N+]([O-])c1ccc(-c2nc(Nc3ccc(I)cc3)c3ccccc3n2)cc1
-8%	1	CCN(C(=O)Cn1nc(C(=O)O)c2ccccc2c1=O)c1ccccc1
-23%	2	COc1cccc2cc(S(=O)(=O)c3cccc(Cl)c3)c(=O)oc12
-45%	-8	CCc1cccc2c1NC(=O)C2(O)CC(=O)c1ccc(Br)cc1 (stereo unspecified)
-19%	4	CC(=O)c1ccc(NC(=O)CSc2nc3ccccc3o2)cc1
9%	-4	CCn1c(C(=O)NC2CCN(CC(=O)NC(C)C)CC2)cc2ccccc21
-3%	9	CCCCCCNc1nc2c(c(=O)n(C)c(=O)n2C)n1Cc1cccc(Cl)c1
15%	-3	O=C(COc1coc(CN2CCCCC2)cc1=O)NCc1ccccc1F

# Going on with the list:
12-LOX inh	LDHA inh	Structure
-1%	-10	Cc1ccc(-c2cnc(CCC(=O)NCc3ccc(F)c(C)c3)o2)cc1
37%[activator]	-1	COc1ccc(OCC(=O)Nc2ccc3c(=O)c4cccc(F)c4oc3c2)cc1
u	-1	CC(C)C[C@H](NC(=O)NCC(c1ccccc1)c1ccccc1)C(=O)O
-2%	0	O=C(Cn1c(=O)oc2cc(S(=O)(=O)N3CCOCC3)ccc21)c1ccc(F)cc1
-23%	6	Cn1c(CC(=O)Nc2ccccc2Cl)nnc1SCc1nc2ccccc2c(=O)[nH]1
31%[activator]	-1	Cc1nc(NC(=O)CNC(=O)c2ccoc2)sc1C
-45%	4	COc1ccc(OC(=O)c2cc(Cl)c(OC)c(Cl)c2)cc1
-5%	10	CC(C)c1ccc(CCC(=O)Nc2cccnc2)cc1
1%	3	Fc1cccc(-c2csc(-c3ccsc3)n2)c1
u	12	CN(C)C(=O)c1cccnc1-c1nc2ccccc2s1
u	-5	CCc1cc(C(=O)N2CC=C(c3ccccc3)CC2)sc1C
0%	-23	COc1c(CNCC(O)COc2ccccc2)c(C(C)C)nn1C (stereo unspecified)
12%	2	CCCCCCC(C)NC(=O)N1CCN(c2ncc(C(F)(F)F)cc2Cl)CC1 (stereo unspecified)
29%	-1	OC12CC3CC(C1)CC(NCc1cccs1)(C3)C2
5%	-1	Cc1c(-c2ccccc2)cc(-c2ccccc2)nc1-c1ccccc1
-30%	-5	CCOC(=O)C1=C(C)N(C)C(=O)C1(c1cc(C)c(O)c(C)c1)C(F)(F)F (stereo unspecified)

# 3 structures already listed, ordered by SMILES length, lowest first:
12-LOX inh	LDHA inh	Structure
u	12	CN(C)C(=O)c1cccnc1-c1nc2ccccc2s1
5%	-1	Cc1c(-c2ccccc2)cc(-c2ccccc2)nc1-c1ccccc1
-30%	-5	CCOC(=O)C1=C(C)N(C)C(=O)C1(c1cc(C)c(O)c(C)c1)C(F)(F)F (stereo unspecified)

# (next part)
12-LOX inh	LDHA inh	Structure
14%	6	CC(=O)c1cccc(NC(=O)COc2c(C)[nH]ccc2=O)c1
u	-9	CC(C)(C)NC(=O)NC(=O)Cn1nc(C(=O)O)c2ccccc2c1=O
u	2	NCC1CCN(Cc2ccco2)C1 (stereo unspecified)
-22%	6	Cc1cnc2c(c1SCCN1CCOCC1)c(=O)n(C)c(=O)n2C
-8%	10	CCc1ccc(OCC(=O)Nc2ccc3oc(-c4ccccc4F)nc3c2)c(-n2cnnc2)c1
40%[activator]	3	O=C(Cc1ccsc1)Nc1cccc(N2CCCCC2=O)c1
-8%	7	Cc1cccc2c(N)ccnc12
-49%	0	Cc1ccc2nc(-c3ccc(NC(=O)c4cccc(F)c4)cc3)oc2c1
7%	17	Cc1cc(OC(C)C(=O)NCCCO)c2c(C)c(C)c(=O)oc2c1 (stereo unspecified)
u	0	CC(C)NC(=O)Nc1ccc(CNC(=O)c2nccnc2N)cc1
25%	8	CCc1ccc(Nc2nc3ccccc3nc2NS(=O)(=O)c2ccc(F)cc2)cc1
31%[activator]	26	CC(Nc1ccc2oc(C3CC3)nc2c1)C(=O)NC(=O)NC1CC1 (stereo unspecified)
-22%	1	Cc1ccc(-c2nn(CC(=O)N3CCN(C)CC3)c(=O)c3ccccc23)cc1
0%	3	COC(=O)C(N)C12CC3CC(CC(C3)C1)C2 (stereo unspecified)
u	7	N#CC1=C(N)OC2=C(C(=O)CC(c3cccc(Cl)c3)C2)C1c1ccc(Cl)cc1 (stereo unspecified)
-1%	-1	CC[N+](CC)=N/N=C1\C=CC[N+]([O-])=C1
6%	4	COC(=O)[C@@]12C[C@@H](CC(=O)NCc3cccc(C(F)(F)F)c3)C(=O)N(Cc3cccc4ccccc34)C1=CCC(C)(C)C2

# Quoted at random: 4 compounds from above.
12-LOX inh	LDHA inh	Structure
-8%	1	CCN(C(=O)Cn1nc(C(=O)O)c2ccccc2c1=O)c1ccccc1
u	3	CCCNC(=O)COC(=O)c1ccc2nc(C)c(C)nc2c1
-9%	-9	O=C(O)c1ccc(F)c(F)c1F
u	-1	CC(C)C[C@H](NC(=O)NCC(c1ccccc1)c1ccccc1)C(=O)O

# Not all compounds are listed; rates above refer to the full screens.
